FBPA Giardia inh – blocks Giardia fructose-bisphosphate aldolase activity; purified Giardia FBPA; Potency, µM (doses to about 59.6 µM), for the others: top-dose activity, negative = inhibition, usual class: inhibitors; 290,000 compounds, 0.71% hits; further: potency means the concentration at half of the fitted maximal effect; on the % scale 0 is the no-effect control and ±100 the full control effect; nearly all actives have a fitted effect of over 55% in size
Target sequence (A8B2U2 whole entry, looked up): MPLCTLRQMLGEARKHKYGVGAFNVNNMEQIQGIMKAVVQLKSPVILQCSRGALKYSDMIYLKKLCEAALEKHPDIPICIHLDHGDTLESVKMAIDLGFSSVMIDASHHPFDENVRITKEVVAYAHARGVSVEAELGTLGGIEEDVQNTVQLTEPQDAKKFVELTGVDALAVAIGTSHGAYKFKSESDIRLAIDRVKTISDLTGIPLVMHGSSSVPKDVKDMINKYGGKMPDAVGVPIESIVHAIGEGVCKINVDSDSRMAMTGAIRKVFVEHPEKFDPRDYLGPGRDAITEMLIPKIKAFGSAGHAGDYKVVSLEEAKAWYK
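Giardia FBPA (40 nM reagent) was preincubated 10 min at RT with compound (up to 57.5 uM final), then substrate plus GAPDH/TPI/NAD/arsenate coupling system with diaphorase/resazurin was added; resorufin fluorescence (525/598 nm) was read after 20 min.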
Sm TGR inh – inhibitors of Schistosoma mansoni thioredoxin glutathione reductase | 360,000 compounds, 3% hits | Q962Y6 | AID 485364 | purified TGR, DTNB reduction, TNB absorbance 405 nm | Potency, µM (top dose mostly 114 µM), for inactives: at the top dose activity change, negative = inhibition, actives largely listed as inhibitors; further: potency means the concentration at half of the fitted maximal effect; on the % scale 0 is the no-effect control and ±100 the full control effect; nearly all actives have a fitted effect of over 60% in size
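Kinetic colorimetric format: TGR-catalysed, NADPH-driven DTNB reduction monitored via TNB absorbance. Enzyme dispensed at 20 nM; compound exposure 15 min at room temperature before reaction start.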
Pf growth 48h – inhibits P. falciparum growth in the first generation, 48 h; AID 504832; P. falciparum luciferase growth in erythrocytes, 48 h; 310,000 compounds, 5.9% hits; Potency, µM (titrated, usually from 28.7 µM), for inactives: top-dose activity change, negative = inhibition, usual class: inhibitors; further: potency means the concentration at half of the fitted maximal effect; on the % scale 0 is the no-effect control and ±100 the full control effect
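Read-out is firefly luciferase luminescence from an integrated reporter in P. falciparum, so falling signal marks reduced parasite growth. Infected erythrocytes were at 2% hematocrit and 0.1% parasitemia (final) in Albumax-supplemented RPMI 1640.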
Cycloheximide cs – counter-screen hit for Shiga toxin inhibitors, cycloheximide; cell reporter, cycloheximide protein synthesis inhibition counterscreen; max response, %; 300,000 compounds, 12% hits; in the data active means max response mostly above about 13%, no sharp cut-off; inactive means mostly below about 14%; further: read at 38.3 µM for the half of the compounds with a filed dose; 0% is about no effect
Shiga inhibitor – Shiga toxin inhibition. Vero cells, Shiga toxin protein synthesis inhibition reporter. inhibition, % at 38.7 µM. 290,000 compounds, 9.2% hits; in the data active means inhibition mostly above about 28%, no sharp cut-off; inactive means mostly below about 43%; further: 0% is about no effect
Pf growth 96h – P. falciparum growth inhibition at 96 hours; 320,000 compounds, 6.9% hits; Potency, µM (series often up to 28.7 µM), without a hit: at the highest dose activity change, negative = inhibition, most hits filed as inhibitors; AID 504834; P. falciparum luciferase reporter growth, 96 h; further: potency means the concentration at half of the fitted maximal effect; on the % scale 0 is the no-effect control and ±100 the full control effect
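Parasite growth measured via integrated firefly luciferase reporter in P. falciparum. Infected erythrocytes at 2% hematocrit, 0.05% parasitemia final were treated 96 hours at 37 C under 5% CO2, and luminescence was read.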
The depositor's hits bear a star; [ ] = dose if it differs, or a comment. Unless noted, the call rests on the fitted dose curve; in most records, active means well fitted curve in the direction sought with a large enough effect; inconclusive means small, poorly fitted or top-dose-only effect, or another doubt; inactive means no such curve, though single readings can be large; an effect the other way counts as inactive or inconclusive.

For CCN(CC)C(=O)CN(c1cccc(OC)c1)S(=O)(=O)c1ccc(C)cc1 the results were FBPA Giardia inh 3%, Sm TGR inh -3%, Pf growth 48h inconclusive, Cycloheximide cs 1 and Shiga inhibitor 22.
`O=[N+]([O-])c1ccc(CN2CCSCC2)cc1` gave FBPA Giardia inh inconclusive, Sm TGR inh -5%, Pf growth 48h inconclusive, Cycloheximide cs -3, Shiga inhibitor -8 and Pf growth 96h 121%[activator].
`Cc1cc(Oc2ccc(C(C)(C)C)cc2)nc(N2CCOCC2)n1` gave FBPA Giardia inh 2%, Sm TGR inh 13%, Cycloheximide cs -4, Shiga inhibitor -5 and Pf growth 96h 10µM*.
Screening CN(C)C(CNC(=O)Nc1cccc(Cl)c1)c1cccnc1 (configuration not stated) returned FBPA Giardia inh 0%, Sm TGR inh -1%, Pf growth 48h 5%, Cycloheximide cs -1, Shiga inhibitor -12 and Pf growth 96h 26%.
`CCC(C)n1nnc2c(=O)oc3ccccc3c21` (configuration not stated) gave FBPA Giardia inh 2%, Sm TGR inh 15%, Pf growth 48h 29%, Cycloheximide cs -4, Shiga inhibitor -9 and Pf growth 96h 90%[activator].
For O=C(CSc1nc(C2CCCCC2)n(-c2ccccc2)n1)NCCN1C(=O)CSC1=O the results were FBPA Giardia inh 6%, Sm TGR inh -14%, Pf growth 48h -25%, Cycloheximide cs -4, Shiga inhibitor 17 and Pf growth 96h -6%.
O=Cc1cn(CC(=O)N2CCCc3ccccc32)c2ccccc12 was read as FBPA Giardia inh 3%, Sm TGR inh -22%, Pf growth 48h -19%, Cycloheximide cs 1, Shiga inhibitor 10 and Pf growth 96h -27%.
For CCOc1ccccc1OCCCC(=O)N1CCN(S(=O)(=O)c2ccc(C)cc2C)CC1 the results were Sm TGR inh -3%, Pf growth 48h inconclusive and Pf growth 96h 10µM*.
For COc1ccc(N(C)S(=O)(=O)c2cccc(C(=O)N3CCN(Cc4ccc5c(c4)OCO5)CC3)c2)cc1 the results were Sm TGR inh 2%, Pf growth 48h inconclusive and Pf growth 96h 13µM*.
For N/C(=N\OC(=O)CCC1CCCC1)c1ccccn1 the results were FBPA Giardia inh 4%, Sm TGR inh -2%, Pf growth 48h 100%[activator], Cycloheximide cs 52*, Shiga inhibitor 65* and Pf growth 96h 24%.
Screening O=C(CN(Cc1ccccc1)S(=O)(=O)c1ccccc1)N/N=C/c1ccc([N+](=O)[O-])cc1 returned FBPA Giardia inh -2%, Sm TGR inh -3%, Pf growth 48h 7%, Cycloheximide cs 6, Shiga inhibitor -5 and Pf growth 96h 10%.
CC1(C)C(=O)Nc2ccccc2N1C(=O)COC(=O)c1cccnc1 was read as Sm TGR inh -21%, Pf growth 48h inconclusive and Pf growth 96h inconclusive.
NC(=O)c1cn(C2OC(CO)C(O)C2O)c2ncnc(N)c12 (configuration not stated) was read as FBPA Giardia inh 1%, Sm TGR inh -1%, Pf growth 48h 0.1µM*, Cycloheximide cs -5, Shiga inhibitor -17 and Pf growth 96h 0.12µM*.
For Cc1cc(C)n(-c2cc(Oc3ccccc3)ncn2)n1 the results were FBPA Giardia inh 4%, Sm TGR inh 0%, Pf growth 48h 11%, Cycloheximide cs 22 and Shiga inhibitor 10.
For CC(C)C1Oc2ccccc2N(CC(=O)N(Cc2ccccn2)CC2CCCO2)C1=O (configuration not stated) the results were FBPA Giardia inh 3%, Sm TGR inh 0%, Pf growth 48h -23%, Cycloheximide cs -4, Shiga inhibitor -10 and Pf growth 96h 1%.
Screening CC(C)(C)S(=O)(=O)c1cnc2c(-c3ccsc3)cnn2c1N returned FBPA Giardia inh 3%, Sm TGR inh 0%, Pf growth 48h 112%[activator], Cycloheximide cs 49*, Shiga inhibitor 65 and Pf growth 96h 90%[activator].
Screening COC(=O)C1=CN(C2CC2)C=C(C(=O)OC)C1c1ccc(C(=O)OC)cc1 returned FBPA Giardia inh -2%, Sm TGR inh 1%, Pf growth 48h inconclusive, Cycloheximide cs -3, Shiga inhibitor 42 and Pf growth 96h 225%[activator].
For CC(Sc1nc2ccccc2s1)C(=O)c1c(N)n(C)c(=O)n(C)c1=O (configuration not stated) the results were FBPA Giardia inh -13%, Sm TGR inh -7%, Pf growth 48h 7%, Cycloheximide cs 1, Shiga inhibitor 22 and Pf growth 96h inconclusive.
Screening CNS(=O)(=O)c1cccc(C(=O)OCC(=O)c2ccc[nH]2)c1 returned Sm TGR inh -10%, Pf growth 48h -7% and Pf growth 96h -17%.
For CCc1nnc(NC(=O)CSc2nc(C3CCCCC3)nc3ccccc23)s1 the results were FBPA Giardia inh 4%, Sm TGR inh 8%, Pf growth 48h 2%, Cycloheximide cs -2, Shiga inhibitor -8 and Pf growth 96h inconclusive.
CC(C)(C)NC(=O)C(c1cccs1)N(Cc1ccc(F)cc1)C(=O)c1csnn1 (configuration not stated) was read as FBPA Giardia inh -1%, Sm TGR inh 1%, Pf growth 48h 9.3µM*, Cycloheximide cs 1, Shiga inhibitor -6 and Pf growth 96h 33%[activator].
Screening O=C(CCNS(=O)(=O)c1ccc(Br)s1)Nc1ccc(Cl)cc1 returned FBPA Giardia inh -3%, Sm TGR inh -13%, Pf growth 48h -4%, Cycloheximide cs -5 and Shiga inhibitor -6.
`COC(=O)c1c(NC(=O)CCl)sc(C(=O)N2CCOCC2)c1C` gave FBPA Giardia inh -3%, Sm TGR inh 32µM*, Pf growth 48h inconclusive, Cycloheximide cs -10, Shiga inhibitor -17 and Pf growth 96h 13%.
Screening Cc1ccc(C)c(N2CCN(C(=O)c3ccc(Cl)c(NC4=NC5CS(=O)(=O)CC5S4)c3)CC2)c1 (configuration not stated) returned Sm TGR inh -3%, Pf growth 48h inconclusive, Cycloheximide cs -3, Shiga inhibitor 20 and Pf growth 96h inconclusive.
Cc1c(C(=O)Nc2nccs2)oc2c(Cl)cccc12 was read as Sm TGR inh 1%, Pf growth 48h inconclusive and Pf growth 96h inconclusive.
COc1ccc2[nH]c(=O)c(CN(CC3CCCO3)C(=S)Nc3cccc(C)c3)cc2c1 (configuration not stated) was read as FBPA Giardia inh inconclusive, Sm TGR inh 3%, Pf growth 48h inconclusive, Cycloheximide cs -1, Shiga inhibitor -8 and Pf growth 96h 25%.
Screening CCOC(=S)SCC(=O)Nc1nc(-c2ccc(Br)cc2)cs1 returned FBPA Giardia inh 0%, Sm TGR inh 8%, Pf growth 48h -95%, Cycloheximide cs -3, Shiga inhibitor -12 and Pf growth 96h 3.3µM*.
C/C=C/c1ccc(OCCCCOc2ccccc2C(C)=O)c(OC)c1 was read as FBPA Giardia inh 2%, Sm TGR inh 2%, Pf growth 48h inconclusive, Cycloheximide cs -6, Shiga inhibitor 12 and Pf growth 96h inconclusive.
Oc1cccc(/C=N\Nc2nncc(-c3ccccc3)n2)c1 was read as FBPA Giardia inh 1%, Sm TGR inh 9%[57.1 µM], Pf growth 48h 25%, Cycloheximide cs 64*, Shiga inhibitor 50* and Pf growth 96h -19%.
`COc1cc(OC)c(S(=O)(=O)N2CCCCC2)cc1S(=O)(=O)N1CCCCC1` gave FBPA Giardia inh 2%, Sm TGR inh inconclusive, Pf growth 48h 3%, Cycloheximide cs 1, Shiga inhibitor 13 and Pf growth 96h 68%[activator].

Reprinted from the part before: two entries, then new ones.
Oc1cccc(/C=N\Nc2nncc(-c3ccccc3)n2)c1 was read as FBPA Giardia inh 1%, Sm TGR inh 9%[57.1 µM], Pf growth 48h 25%, Cycloheximide cs 64*, Shiga inhibitor 50* and Pf growth 96h -19%.
`COc1cc(OC)c(S(=O)(=O)N2CCCCC2)cc1S(=O)(=O)N1CCCCC1` gave FBPA Giardia inh 2%, Sm TGR inh inconclusive, Pf growth 48h 3%, Cycloheximide cs 1, Shiga inhibitor 13 and Pf growth 96h 68%[activator].
For CC(=O)c1cccc(NC(=O)CN2CCc3cc4c(cc3C2)OCCCO4)c1 the results were FBPA Giardia inh -1%, Sm TGR inh 4%, Pf growth 48h 18%, Cycloheximide cs 7, Shiga inhibitor 13 and Pf growth 96h inconclusive.
For COC(=O)c1sc2ccccc2c1-n1cccc1C(=O)C(=O)Nc1ccccc1 the results were FBPA Giardia inh 2%, Sm TGR inh -17%, Pf growth 48h 39%[activator], Cycloheximide cs 11, Shiga inhibitor -6 and Pf growth 96h 118%[activator].
For NC(=O)COc1ccc(/C=N/NC(=O)C2CCCN2S(=O)(=O)c2ccc(Cl)cc2)cc1 (configuration not stated) the results were FBPA Giardia inh 0%, Sm TGR inh 2%, Cycloheximide cs -2, Shiga inhibitor -14 and Pf growth 96h inconclusive.
For CCN(CC)CCC(=O)N1c2ccccc2Sc2ccc(NC(=O)OC)cc21 the results were FBPA Giardia inh 4%, Sm TGR inh -4%, Pf growth 48h -12%, Cycloheximide cs 1, Shiga inhibitor -13 and Pf growth 96h inconclusive.
`O=C(COC(=O)c1cccc(S(=O)(=O)NCc2ccccc2)c1)Nc1ccccc1OC(F)F` gave FBPA Giardia inh 2%, Sm TGR inh -4%, Pf growth 48h -7%, Cycloheximide cs 5 and Shiga inhibitor -6.
Screening C=CCn1c(SCC(=O)c2[nH]c(C)c(C(=O)OCC)c2C)nc2scc(-c3ccc(OC)c(OC)c3)c2c1=O returned FBPA Giardia inh 2%, Sm TGR inh 6%, Pf growth 48h inconclusive, Cycloheximide cs 1, Shiga inhibitor 11 and Pf growth 96h inconclusive.
`N#Cc1ccccc1OCC(=O)NNC(=O)CNC(=O)c1cccc(Br)c1` gave Sm TGR inh 7%, Pf growth 48h -25% and Pf growth 96h -3%.
For CCCn1cc(CN2CCCC(C(=O)c3cccc(OC)c3)C2)c(C)n1 (configuration not stated) the results were FBPA Giardia inh 2%, Sm TGR inh -14%, Pf growth 48h -8%, Cycloheximide cs 1, Shiga inhibitor -19 and Pf growth 96h inconclusive.
`CC(C)N1C(=O)CCC1C(=O)NCCc1ccccc1` (configuration not stated) gave FBPA Giardia inh 7%, Sm TGR inh 2%, Pf growth 48h 29%, Cycloheximide cs -2, Shiga inhibitor 34 and Pf growth 96h 11%.
`CC(=O)Nc1ccc2nc(NC(=O)c3ccco3)sc2c1` gave FBPA Giardia inh -10%, Sm TGR inh -22%, Pf growth 48h 174%[activator], Cycloheximide cs 25*, Shiga inhibitor 36* and Pf growth 96h inconclusive.
O=C(NCCCCc1ccccc1)C1CC(c2ccccc2[N+](=O)[O-])=NO1 (configuration not stated) was read as FBPA Giardia inh -3%, Sm TGR inh 3%, Pf growth 48h -13%, Cycloheximide cs -1, Shiga inhibitor -8 and Pf growth 96h 0%.
`Cc1ccc(-c2nc3ccccc3s2)cc1S(=O)(=O)N1CCOCC1` gave FBPA Giardia inh 3%, Sm TGR inh -18%, Cycloheximide cs -3, Shiga inhibitor 3 and Pf growth 96h inconclusive.
Cc1cc(C(=O)NC(C)c2ccncc2)no1 (configuration not stated) was read as FBPA Giardia inh 2%, Sm TGR inh 2%, Pf growth 48h -4%, Cycloheximide cs -3, Shiga inhibitor -9 and Pf growth 96h inconclusive.
`Cc1ccc(S(=O)(=O)c2nnn3c2nc(N2CCOCC2)c2ccccc23)cc1` gave FBPA Giardia inh -2%, Sm TGR inh 9%, Pf growth 48h -22%, Cycloheximide cs -4, Shiga inhibitor -9 and Pf growth 96h 33%[activator].
COc1ccc(C2C(C#N)=C(N)Oc3cc(C)n(CCN4CCOCC4)c(=O)c32)cc1OC (configuration not stated) was read as FBPA Giardia inh 2%, Sm TGR inh 4%, Pf growth 48h -8%, Cycloheximide cs 11, Shiga inhibitor -8 and Pf growth 96h -15%.
`Cc1ccc(NC(=O)c2nsc(Cl)c2Cl)cc1` gave FBPA Giardia inh -1%, Sm TGR inh 4%, Pf growth 48h 140%[activator], Cycloheximide cs 56*, Shiga inhibitor 70* and Pf growth 96h 318%[activator].
`Cc1cc(S(=O)(=O)NCc2ccccc2)ccc1OCC(=O)N1CCN(C)CC1` gave FBPA Giardia inh 0%, Sm TGR inh 6%, Pf growth 48h inconclusive, Cycloheximide cs 0, Shiga inhibitor -12 and Pf growth 96h inconclusive.

Assay outcomes: PubChem, National Center for Advancing Translational Sciences (NCATS)
